Source: PubChem BioAssay
MmCpn inh = blocks the Methanococcus maripaludis chaperonin Mm-Cpn | purified Mm-Cpn ATPase, ADP Transcreener TR-FRET | Potency, µM (top dose mostly 76.9 µM), for inactives: top-dose activity, negative = inhibition, most hits filed as inhibitors | 330,000 compounds, 0.031% hits | AID 504842; also: potency is read from the fitted curve at half-maximal effect; % is scaled to controls: 0 for no effect and ±100 for the full control effect; nearly all actives have a fitted effect of over 80% in size
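ATPase read-out: TR-FRET ADP immunoassay (anti-ADP Eu cryptate vs ADP-d2), ex 320 nm, em 590/665 nm; signal drops as ADP forms. Enzyme 25 nM, ATP 10 uM, 30 min at 37°C after 10 min compound preincubation.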
DRD3 antagonist = blocks the human D3 dopamine receptor; P35462; D3R cells, DiscoveRx beta-arrestin luminescence, antagonist mode; stronger effect = lower value; max response, negative = inhibition, %; 360,000 compounds, 2.5% hits; AID 652054; in the data active = max response below about -50%; inconclusive = no clear call, values can overlap the other calls; also: % is scaled to controls: 0 for no effect and ±100 for the full control effect; mostly tested at two doses, the higher about 12 µM
Target sequence (P35462 whole entry, looked up): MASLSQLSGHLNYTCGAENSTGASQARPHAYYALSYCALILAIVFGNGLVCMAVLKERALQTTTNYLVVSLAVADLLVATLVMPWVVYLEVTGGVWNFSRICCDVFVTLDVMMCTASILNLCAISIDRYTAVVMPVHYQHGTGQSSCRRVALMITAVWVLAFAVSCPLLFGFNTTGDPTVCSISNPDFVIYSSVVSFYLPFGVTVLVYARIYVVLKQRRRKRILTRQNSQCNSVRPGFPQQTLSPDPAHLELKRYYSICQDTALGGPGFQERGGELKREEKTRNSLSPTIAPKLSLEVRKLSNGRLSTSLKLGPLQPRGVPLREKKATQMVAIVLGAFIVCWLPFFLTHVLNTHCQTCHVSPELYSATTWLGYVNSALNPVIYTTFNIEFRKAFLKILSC
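Cells plated overnight at 1500 cells/well, then exposed to library compounds with dopamine controls for 90 minutes at 37 degrees C. DiscoveRx reagent added for 30–60 minutes at room temperature; luminescence read, quantitative HTS format.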
EPAC2 antagonist = EPAC2 (human) antagonism; Potency, µM (doses to about 114 µM), inactives show top-dose activity, negative = inhibition, hits mostly inhibitors; 360,000 compounds, 0.18% hits; EPAC2 GEF exchange of Rap1B-BODIPY-GDP, fluorescence; AID 720708; also: potency is read from the fitted curve at half-maximal effect; % is scaled to controls: 0 for no effect and ±100 for the full control effect; nearly all actives have a fitted effect of over 45% in size; many of its hits are not listed in these tables
PTHR1 agonist = activates the human parathyroid hormone receptor PTHR1. 410,000 compounds, 0.075% hits. Q03431. Potency, µM (doses to about 115 µM), for inactives: at the top dose activation, most hits filed as activators. AID 743266. HEK293 GP2 PTHR1 cells, GloSensor cAMP luminescence, 1 h; also: potency is read from the fitted curve at half-maximal effect; nearly all actives have a fitted effect of over 55% in size; some results filed as inactive show a strong effect at the top dose; inactives centre near -15; many of its hits are not listed in these tables
Target sequence (Q03431 whole entry, looked up): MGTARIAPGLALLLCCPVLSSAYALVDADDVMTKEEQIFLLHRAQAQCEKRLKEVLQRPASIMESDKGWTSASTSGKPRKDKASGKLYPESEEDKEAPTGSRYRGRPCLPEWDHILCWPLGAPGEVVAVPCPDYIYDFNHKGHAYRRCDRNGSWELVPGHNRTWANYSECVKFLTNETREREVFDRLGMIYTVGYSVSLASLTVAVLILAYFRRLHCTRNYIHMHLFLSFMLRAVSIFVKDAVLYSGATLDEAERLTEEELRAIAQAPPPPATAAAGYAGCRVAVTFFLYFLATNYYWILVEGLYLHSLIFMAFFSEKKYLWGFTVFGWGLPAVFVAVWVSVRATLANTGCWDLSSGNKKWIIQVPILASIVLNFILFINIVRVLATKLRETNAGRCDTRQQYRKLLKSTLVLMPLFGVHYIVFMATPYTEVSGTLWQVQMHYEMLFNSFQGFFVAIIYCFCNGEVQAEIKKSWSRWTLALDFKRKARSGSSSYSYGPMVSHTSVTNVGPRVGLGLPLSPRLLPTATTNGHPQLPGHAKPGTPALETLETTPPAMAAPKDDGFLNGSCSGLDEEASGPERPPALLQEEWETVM
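HEK-293-derived GP2 cells expressing PTHR1 and a GloSensor cAMP reporter, 3,000/well, plated overnight, given luciferin plus IBMX (each 0.5 mM as added) for 1 h at 37 °C, then compound for 1 h at 37 °C. Luminescence was read after 15 min at room temperature.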
D3 ag = activates the human D3 dopamine receptor; 410,000 compounds, 0.58% hits; max activation, %; D3R DiscoveRx beta-arrestin cells, luminescence, 90 min; AID 652048; P35462; in the data active = max activation above about 30%; also: 0% is about no effect; mostly tested at two doses, the higher about 12 µM
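Agonist-mode cell screen: cells plated at 1500/well and incubated overnight at 37 °C, then exposed to library compounds for 90 min at 37 °C. Detection reagent was added for 30–60 min at room temperature, and luminescence was read.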
pAkt inh = Akt phosphorylation inhibition. Neuro2A IGF-stimulated pAkt S473 HTRF, 20 min; stronger effect = lower value. activity change, % for hits at 50 µM. 360,000 compounds, 0.32% hits. AID 651550; in the data active = activity change below about -80%; inconclusive = mostly about -51% to -80%; also: % is scaled to controls: 0 for no effect and ±100 for the full control effect
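Neuro2A cells in DMEM with 0.5% FBS, overnight at 37 deg C, given compound at single 50 µM final, then IGF (6 nM final) for 20 min at 37 deg C. Lysed; phospho-Akt Ser473 by HTRF after 24 h, 665/615 ratio.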
CCT modulator = changes cytosolic chaperonin activity. purified chaperonin ATPase assay, HTRF ADP detection, 30 min. activity change, % (concentration not given with the values), hits read low. 360,000 compounds, 0.3% hits. AID 651819; in the data active = activity change below about -30%; also: % is scaled to controls: 0 for no effect and ±100 for the full control effect
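ATPase activity: ADP formed was measured by HTRF Transcreener (665/615 nm ratio) after 30 min at 37 deg C with 10 uM ATP. Compounds screened at one 76 uM concentration against 40 or 20 nM TRiC in Tris pH 7.4/KCl/MgCl2/DTT buffer.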
EPAC2 agonist = agonists of human EPAC2 (RAPGEF4) | EPAC2 activation, biochemical qHTS; response scale: 100% = 6.5 mM cAMP response | Potency, µM (top dose mostly 154 µM), for the others: top-dose activation, hits mostly activators | 360,000 compounds, 0.079% hits | AID 720711; also: potency is read from the fitted curve at half-maximal effect; nearly all actives have a fitted effect of over 50% in size
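Setup: EPAC2 100 nM, labeled Rap1B complex 250 nM, free GDP 50 uM. Compound titrations pinned in, brief spin, 5 min room temperature incubation. Kinetic fluorescence read over 30 min, normalized to 6.5 mM cAMP.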
* hit, by the source's call; i = inactive; ? = inconclusive; · = no result given; & = joins results of further samples; ! = repeats disagree; [ ] = dose if it differs, or a comment. Unless noted, calls follow the shape of the dose curve; as a rule, active = well fitted curve in the direction sought with a large enough effect; inconclusive = small, poorly fitted or top-dose-only effect, or another doubt; inactive = no such curve, though single readings can be large; an effect the other way counts as inactive or inconclusive. Only part of the results is shown, so the mix of outcomes need not match the whole.

SMILES	MmCpn inh	DRD3 antagonist	EPAC2 antagonist	PTHR1 agonist	D3 ag	pAkt inh	CCT modulator	EPAC2 agonist
CC1(C)CC(=O)C2=C(C1)OC(N)=C([N+](=O)[O-])C2c1ccc(F)cc1 (stereo not given)	1%	5	-1%	i	12	i	-1.3	-1%
CCC(C)[C@H](NC(=O)N1CCn2c1nc1ccccc12)C(=O)NCCc1ccccc1 (stereo not given in full)	0%	8	-18%	i	0	i	-0.1	4%
Nn1c(SCc2cn3ccsc3n2)nnc1-c1ccncc1	0%	12	4%	-11%[57.5 µM]	2	i	0.4	-3%
OCCSc1nc(-c2ccccc2)nc2c1CCC2	-1%	-3	?	i	0	i	-3.8	10%
O=C(NCCc1c[nH]c2ccccc12)c1cnccn1	-1%	17	9%	i	11	i	2.8	3%
CN(C)c1ccc(C(=S)NCc2ccco2)cc1	?	-17	-3%	-9%	4	i	-1.9	9%
COc1ccc(CNS(=O)(=O)c2cn(C)c(=O)n(C)c2=O)cc1	3%	?	-11%	i	-34	i	1.1	5%
COCCOC(=O)c1c(NC(=O)CNc2ccc(C)c(F)c2)sc(C(N)=O)c1C	0%	5	-2%	i	28	i	-1.8	1%
C=C(C)c1ccc(C(C)(C)NC(=O)N2CCN(C)CC2)cc1	-2%	-14	1%	0%	-5	i	-0.5	10%
O=C(O)C[C@H]1c2ccccc2S(=O)(=O)N1C1CCCCC1	·	-13	12%	i	3	i	-1.8	7%
O=C1Cc2cc(S(=O)(=O)N3CCCCC3)ccc2N1	3%	5	-5%	i	6	i	0.3	-1%
COC(=O)CCC(=O)OC1(C)C(=O)C=C2C=C(C3CC3)N(Cc3ccco3)C=C2C1=O (stereo not given)	-1%	4	-3%	i	15	i	-1.4	28%
C=CCn1cc(-c2ccc(Cl)cc2)cc(C#N)c1=O	1%	0	-6%	i	5	i	0.6	8%
CCOC(=O)C1(CCc2ccccc2)CCN(Cc2ccc(C(=O)OC)cc2)CC1	1%	-69*	-23%	-42%[inhibitor]	-20	i	-1.3	17%
COc1ccccc1C(=O)NCCC(=O)NC(C)c1ccc(-n2ccnc2)cc1 (stereo not given)	1%	27	11%	-9%	1	i	1.3	7%

The list goes on, starting with the last five of the part before.
SMILES	MmCpn inh	DRD3 antagonist	EPAC2 antagonist	PTHR1 agonist	D3 ag	pAkt inh	CCT modulator	EPAC2 agonist
O=C1Cc2cc(S(=O)(=O)N3CCCCC3)ccc2N1	3%	5	-5%	i	6	i	0.3	-1%
COC(=O)CCC(=O)OC1(C)C(=O)C=C2C=C(C3CC3)N(Cc3ccco3)C=C2C1=O (stereo not given)	-1%	4	-3%	i	15	i	-1.4	28%
C=CCn1cc(-c2ccc(Cl)cc2)cc(C#N)c1=O	1%	0	-6%	i	5	i	0.6	8%
CCOC(=O)C1(CCc2ccccc2)CCN(Cc2ccc(C(=O)OC)cc2)CC1	1%	-69*	-23%	-42%[inhibitor]	-20	i	-1.3	17%
COc1ccccc1C(=O)NCCC(=O)NC(C)c1ccc(-n2ccnc2)cc1 (stereo not given)	1%	27	11%	-9%	1	i	1.3	7%
COc1cc(CNc2ccc(O)cc2)cc(Br)c1OCc1ccccc1	-4%	3	?	-49%[inhibitor]	0	i	-0.9	14%
CC(C)NS(=O)(=O)c1ccc(CCC(=O)Nc2ccc3c(c2)OCCO3)cc1	0%	11	20%	i	1	i	-0.8	-2%
CC(C)(C)OC(=O)N1CCC(CC2CC(c3ccncc3)=NO2)(C(=O)O)CC1 (stereo not given)	1%	-8	9%	-7%	1	i	-17	6%
Cc1cc(NC(=O)c2cccc(Br)c2)n[nH]1	2%	-15	10%	i	1	i	-1.7	2%
COc1ccc(-c2cn(CC[C@@H]3CC[C@H](NC(=O)Cc4ccccn4)[C@@H](CO)O3)nn2)cc1	·	0	4%	-8%	-1	i	·	1%
Cc1ccc(S(=O)(=O)N2CCN(C(=O)COC(=O)CCOc3ccccc3)CC2)c(C)c1	-2%	-24	-7%	-18%	-5	i	-9.1	9%
COc1cccc(NC(=O)C2CCN(C(=O)NC3CCCCC3)CC2)c1	0%	2	0%	-23%	5	i	-2.4	-3%
c1ccc(OCc2nc3ccccc3[nH]2)cc1	1%	-19	-5%	-22%	-2	i	0.1	10%
Oc1ccccc1C1CC(c2cccs2)=NC(c2cccc(Br)c2)N1 (stereo not given)	?	-17	0%	-40%[inhibitor]	-5	i	-8.2	12%
Cc1cc(-c2nnc3n2N=C(c2ccccc2)CS3)n[nH]1	0%	6	1%	-1%	-6	i	-2.7	7%
O=C(c1ccc(CS(=O)(=O)c2cccc(C(F)(F)F)c2)o1)N1CCN(c2ccccn2)CC1	4%	13	7%	-21%	4	i	0.5	-10%
Fc1cccc(Cc2c(-c3cccc(Br)c3)nc3ccc(Cl)cn23)c1	·	49	-27%	-27%	7	i	1.5	7%
Cn1c(=O)cc(N2CCc3ccccc32)[nH]c1=O	0%	0	16%	i	-5	i	-1.2	14%
CCOC(=O)c1nn(-c2ccc(OCC)cc2)c(C)c1C(C)=O	1%	13	5%	-12%	5	i	0.0	-2%
CN(C)c1ccc(C2/C(=C(/O)c3ccccc3)C(=O)C(=O)N2CCCC(=O)O)cc1 (stereo not given)	0%	-1	-1%	i	7	i	-0.1	-1%

Part of the list above, reformatted:
Cn1c(=O)cc(N2CCc3ccccc32)[nH]c1=O
  MmCpn inh = 0%
  DRD3 antagonist = 0
  EPAC2 antagonist = 16%
  PTHR1 agonist = i
  D3 ag = -5
  pAkt inh = i
  CCT modulator = -1.2
  EPAC2 agonist = 14%
CCOC(=O)c1nn(-c2ccc(OCC)cc2)c(C)c1C(C)=O
  MmCpn inh = 1%
  DRD3 antagonist = 13
  EPAC2 antagonist = 5%
  PTHR1 agonist = -12%
  D3 ag = 5
  pAkt inh = i
  CCT modulator = 0.0
  EPAC2 agonist = -2%

Later entries:
SMILES	MmCpn inh	DRD3 antagonist	EPAC2 antagonist	PTHR1 agonist	D3 ag	pAkt inh	CCT modulator	EPAC2 agonist
CCCCNC(=O)/C(=C\c1ccc([N+](=O)[O-])o1)NC(=O)c1ccccc1	-1%	-4	-4%	i	4	i	-1.1	3%
C/C(=N\NC(=O)c1cccc(S(=O)(=O)N2CCCC2)c1)c1ccc(OCC(=O)N(C)C)cc1	0%	-17	4%	3%	-9	i	-1.9	3%
Cc1ccc(S(=O)(=O)N2[C@@H](c3ccccc3)C(C(=O)O)=CC[C@H]2c2ccc(Cl)c(Cl)c2)cc1	0%	-21	3%	-9%	-28	i	-2.3	-5%
COc1ccc(S(=O)(=O)Nc2cccc3c2O[C@H](CN(C)C(=O)NC2CCCCC2)[C@@H](C)CN([C@H](C)CO)C3=O)cc1	-4%	-6	3%	-28%	-23	i	-4.2	8%
N/C(=N\OC(=O)COc1ccc([N+](=O)[O-])cc1)c1cccnc1	-1%	5	-3%	i	3	i	0.7	8%
COc1ccc(/C=N/N=C2/NC(=O)CC(C(=O)O)S2)cc1 (stereo not given)	4%	0	2%	i	6	i	0.1	8%
Cc1ccc(/C=N/NC(=O)c2cccnc2)s1	1%	-4	3%	i	7	i	2.7	1%
CCOC(=O)N1CCN(C(=O)c2ccc(NS(=O)(=O)c3ccc4[nH]c(=O)[nH]c4c3)cc2)CC1	-2%	7	16%	i	1	i	0.9	0%
N#CCc1ccc(NC(=O)/C=C/c2ccc([N+](=O)[O-])o2)cc1	-6%	-15	1%	-57%[inhibitor]	-12	i	0.3	-1%
Nc1ccccc1Sc1nc2ccccc2[nH]1	-1%	-15	5%	i	4	i	1.2	-10%
COc1ccc(NC(=O)CN(C)C(=O)c2c(C)nn(Cc3ccc(C)cc3)c2Cl)cc1	1%	-15	4%	i	-2	i	-2.3	6%
O=[N+]([O-])c1cc(Br)c2c(c1)CCN2	·	-11	2%	-22%	-1	i	1.7	-5%
CCOc1ccc2ncc(S(=O)(=O)c3ccc(C)cc3)c(N3CCC4(CC3)OCCO4)c2c1	-16%	50	1%	i	1	i	-3.0	7%
Cc1cccc(NC(=O)CCNC(=O)c2ccco2)c1C	-2%	-11	6%	i	5	i	0.6	7%
O=C(COc1ccc(Cl)cc1Cl)NC(=S)N1CCCc2ccccc21	0%	?	-5%	i	0	i	0.3	12%
CCNS(=O)(=O)c1ccc(CCC(=O)N2CCN(c3cc(Cl)ccc3C)CC2)cc1	3%	21	-1%	-30%[inhibitor]	-3	i	-0.9	2%
COc1ccc(CN2CCN(Cc3ccccc3C(F)(F)F)CC2)c(OC)c1	0%	?	1%	-1%	-36	i	1.4	2%
COc1cc(C(=O)NC(=S)Nc2ccccc2[N+](=O)[O-])cc(OC)c1OC	1%	-24	6%[57.1 µM]	i	-5	i	2.0	10%
O=C1C2CCCN2c2ccc(S(=O)(=O)N3CCOCC3)cc2N1Cc1ccccc1F (stereo not given)	-1%	-9	0%	i	-8	i	-2.3	-4%
C/C(N)=C(/C#N)C(=O)COC(=O)c1ccccc1O	-1%	17	12%	i	2	i	-0.5	-1%
CCN(CC)CCCN1CC(O)=C(c2nc3ccccc3s2)C1=N	1%	0	-3%	i	3	i	1.1	10%
CCc1ccccc1NS(=O)(=O)c1ccc(OC)c2ncccc12	0%	80	-25%	-57%&-34%[inhibitor]	31*!	i	1.5	-2%
COc1ccc(/C=C/C(=O)Nc2ccncc2)cc1OC	3%	3	3%	i	6	i	-0.2	6%
COC(=O)c1ccc(CNC(=O)COC(=O)COc2ccc(OC)cc2)cc1	2%	9	21%	-16%	-2	i	-2.2	7%
CC(C)N1CCN(Cc2ccc(-c3ccccc3Cl)o2)CC1CCO (stereo not given)	2%	-12	-3%[57.1 µM]	-1%	-9	i	-1.7	-1%
CCc1nnc(NC(=O)CSc2nnc(CSc3nc(C)cc(C)n3)o2)s1	1%	6	7%	i	1	·	-1.2	-2%
O=C(NCc1ccccc1)C(c1ccc(Cl)cc1)N(C(=O)c1csnn1)C1CC1 (stereo not given)	-1%	-1	-3%	-36%	-24	i	2.5	-11%
O=C(CN1C(=O)c2cccc([N+](=O)[O-])c2C1=O)NCc1ccccc1	-1%	-5	3%	i	-4	i	-1.5	8%
